Compound activity from PubChem BioAssay.
MrgX1 antagonist = antagonists of human MrgX1 receptor, primary screen, HEK293 cells, Fluo-4 calcium flux; BAM8-22 antagonism; stronger effect = lower value; Mas-related G-protein coupled receptor member X1 (Homo sapiens), Q96LB2; 310,000 tested, 1.3% active; B-score at 10 µM; AID 588676, 2011;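 active = calcium-response B-score plate-corrected more than 3 library SD below zero, starting fluorescence within 5 deviations, no agonist response on first addition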;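 note: peak minus trough fluorescence over baseline after final BAM8-22 challenge near maximal dose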
MrgX1 agonist = agonists of human MrgX1 receptor, primary screen, HEK293 cells, Fluo-4 calcium flux; Fluo-4 calcium fluorescence, agonist mode; stronger effect = higher value; B-score at 10 µM; 310,000 tested, 0.44% active; AID 588627, 2011;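 active = calcium response B-score plate-corrected fluorescence ratio at least 3 library SD, with starting fluorescence B-score inside 5 SD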
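Test system: Stable human MrgX1 HEK293 cell line | Schedule: Overnight plating before 1 h dye loading | Read-out basis: Baseline-normalised fluorescence change ratio, B-scored | Detection: Kinetic calcium dye fluorescence, Fluo-4 NW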
ANO1 activ = TMEM16A chloride channel activators or potentiators, primary screen, cell-based, HTS; Anoctamin-1 (Mus musculus), Q8BHY3; AID 623877, 2012; HEK293 TMEM16A/YFP-H148Q/I152L, iodide quench fluorescence; stronger effect = lower value; 340,000 tested, 0.3% active; B-score at 10 µM;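 active = fluorescence-ratio B-score plate-corrected deviation score at least 3 library SD below zero, with starting fluorescence score within 5 deviations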;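 note: channel opened by trigger with iodide after compound preincubation; score built on the fluorescence ratio of max minus min over baseline; more negative score means more quench and so TMEM16A activation or potentiation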
TRPC4 PAM = positive allosteric modulators of TRPC4, primary screen, cell-based, mouse TRPC4beta, HEK293 mu-opioid, Fluo-4 calcium | DAMGO EC20, Fluo-4 Ca2+ flux; stronger effect = higher value | B-score at 10 µM | 310,000 tested, 0.42% active | AID 2227, 2009;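 active = B-score of calcium response area above 5 SD of library B-scores, with initial fluorescence ratio within 5 SD of library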;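 note: B-score of integrated fluorescence ratio over time as area under calcium response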
Target sequence (Q9QUQ5 whole entry, looked up): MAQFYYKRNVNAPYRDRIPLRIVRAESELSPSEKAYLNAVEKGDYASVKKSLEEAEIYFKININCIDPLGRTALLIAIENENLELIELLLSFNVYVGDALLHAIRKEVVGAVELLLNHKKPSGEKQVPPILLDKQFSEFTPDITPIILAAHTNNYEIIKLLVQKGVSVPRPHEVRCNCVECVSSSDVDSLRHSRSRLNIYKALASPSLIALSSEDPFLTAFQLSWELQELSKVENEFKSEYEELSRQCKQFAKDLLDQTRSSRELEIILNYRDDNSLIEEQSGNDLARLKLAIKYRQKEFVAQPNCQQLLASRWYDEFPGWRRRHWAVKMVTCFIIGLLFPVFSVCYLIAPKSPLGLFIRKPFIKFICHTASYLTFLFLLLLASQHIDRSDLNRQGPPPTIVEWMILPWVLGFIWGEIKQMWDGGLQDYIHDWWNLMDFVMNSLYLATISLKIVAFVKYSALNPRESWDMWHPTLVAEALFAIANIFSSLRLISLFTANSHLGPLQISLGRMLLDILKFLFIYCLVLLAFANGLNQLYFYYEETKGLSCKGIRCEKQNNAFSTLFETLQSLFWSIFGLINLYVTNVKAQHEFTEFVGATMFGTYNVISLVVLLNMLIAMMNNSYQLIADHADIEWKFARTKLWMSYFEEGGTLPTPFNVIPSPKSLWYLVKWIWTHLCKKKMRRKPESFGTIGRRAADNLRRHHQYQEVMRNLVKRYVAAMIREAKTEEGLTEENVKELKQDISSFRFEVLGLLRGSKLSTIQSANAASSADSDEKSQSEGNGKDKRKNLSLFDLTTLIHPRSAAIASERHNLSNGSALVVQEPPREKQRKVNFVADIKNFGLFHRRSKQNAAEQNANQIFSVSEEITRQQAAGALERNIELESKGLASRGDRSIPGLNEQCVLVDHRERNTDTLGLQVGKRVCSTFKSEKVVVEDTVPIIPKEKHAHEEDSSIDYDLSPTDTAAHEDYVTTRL
TRPC6 act = mouse TRPC6 channel activators, primary screen, cell-based, HEK293, membrane potential dye | HEK293-TRPC6 membrane potential dye fluorescence; stronger effect = higher value | B-score at 10 µM | 310,000 tested, 0.13% active;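 active = B-score of the integrated fluorescence ratio above library mean plus 3 SD, and starting fluorescence ratio within library mean plus 5 SD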;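 note: higher score means more depolarization so channel activation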
MrgX1 allo act = positive allosteric modulators of MrgX1, primary screen, HEK293 cells, Fluo-4 calcium flux; B-score at 10 µM; FDSS; stronger effect = higher value; 310,000 tested, 0.63% active;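 active = plate-corrected calcium response at least 3 library SD above typical, normal starting fluorescence, not activating the receptor alone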;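 note: compound read alongside a low EC10 to EC30 dose of BAM8-22 agonist; peak minus trough fluorescence over baseline measured at the second addition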
ANO1 block = TMEM16A chloride channel inhibitors, primary screen, cell-based, HTS | 310,000 tested, 1.2% active | HEK293 TMEM16A/YFP iodide influx fluorescence, ionomycin | Anoctamin-1 (Mus musculus), Q8BHY3 | normalized B-score (activity score, 25-100; higher = stronger inhibition) at 10 µM;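 active = ratio plate-corrected score three or more library SD toward inhibition, starting fluorescence score within five deviations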;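 note: score derived from kinetic fluorescence span divided by baseline fluorescence per well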
TRPC6 inhibitor = mouse TRPC6 channel inhibitors, primary screen, cell-based, HEK293, membrane potential dye; Short transient receptor potential channel 6 (Mus musculus), Q61143; ACh-evoked depolarization; stronger effect = lower value; B-score at 10 µM; 310,000 tested, 1.1% active; AID 2553, 2010;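 active = B-score under library mean minus 3 SD, initial fluorescence not abnormally high, positive integrated signal ratio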;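 note: B-score derived from integrated fluorescence ratio over the kinetic read; more negative B-score means stronger inhibition of depolarization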
TRPC4 act = activators of mouse TRPC4 channel, primary screen, Fluo4 calcium, HEK293 TRPC4beta/mu-opioid cells | Short transient receptor potential channel 4 (Mus musculus), Q9QUQ5 | Fluo4 calcium fluorescence; stronger effect = higher value | B-score at 10 µM | 310,000 tested, 0.49% active | AID 2237, 2010;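 active = B-score above 5 SD of library B-scores, and initial fluorescence ratio not above library mean plus 5 SD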;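 note: positive B-score marks a calcium rise read as TRPC4 activation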
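Material: HEK293 stable line with TRPC4beta plus mu-opioid receptor; technique: Fluo4 calcium-sensitive dye fluorescence, kinetic, 1 Hz baseline; timing: Fluo4 dye loading 45 min at room temperature, 110 s recording; controls: assay buffer as low control, maximal DAMGO as high control; read-out: integrated baseline-normalised fluorescence ratio, converted to per-well B score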
SKKanGAS inh = S. pyogenes SKKanGAS growth inhibitors in kanamycin, primary screen, streptokinase expression inhibitor project, SKKanGAS strain, BacTiter-Glo luminescence | inhibition, % at 7.5 µM | 300,000 tested, 1.3% active | 6 h;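 active = mean replicate score, as percent of positive control median, at least 50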;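 note: strain carries kanamycin resistance gene driven by streptokinase promoter and grows in 40 µg/ml kanamycin; loss of luminescence reflects streptokinase promoter inhibition or plain growth inhibition; 0% = median of DMSO wells and 100% = positive control at its reference dose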
TRPC4 inh = inhibitors of mouse TRPC4 channel, primary screen, Fluo4 calcium, HEK293 TRPC4beta/mu-opioid cells; DAMGO-evoked Fluo4 calcium flux; stronger effect = lower value; B-score at 10 µM; 300,000 tested, 0.39% active; AID 2247, 2010;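 active = B-score over 3 SD under the library average, no early fluorescence shift, positive overall ratio signal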
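Signal: kinetic Fluo4 fluorescence imaging of calcium influx. Material: stable TRPC4beta/mu-opioid receptor HEK293 cells. Probe or stimulus: DAMGO in two steps, submaximal then maximal.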
An asterisk follows results filed as active; i = inactive; . = not tested or not shown. No enrichment for hits; about 6.7% have a hit in one of these screens.

Values run as follows: MrgX1 antagonist, MrgX1 agonist, ANO1 activ, TRPC4 PAM, TRPC6 act, MrgX1 allo act, ANO1 block, TRPC6 inhibitor, TRPC4 act, SKKanGAS inh, TRPC4 inh
- CCc1ccc(NC(=O)C(=O)NNC(=O)COc2cccc(OC)c2)cc1
    i, i, i, i, i, i, i, i, i, 4, i
- COc1ccccc1NS(=O)(=O)c1cc(NC(=O)Nc2cccc(C)c2)ccc1N1CCCCC1
    i, i, i, i, i, i, i, i, i, 5, i
- COc1ccc(/C=N/NC(=O)c2c([N+](=O)[O-])c(C)nn2C)cc1
    i, i, i, i, i, i, i, i, i, -1, i
- CC1(C)CCc2c([nH]c3ccccc3c2=O)O1
    i, i, i, i, i, i, i, i, i, 6, i
- COc1ccc(/C=C/C(=O)NCC(=O)N2CCC(N(C)CCN3CCOCC3)CC2)cc1OC
    i, i, i, i, i, i, i, i, i, 2, i
- N#Cc1ccccc1NC(=O)c1cccc(COc2ccc(Cl)cc2Cl)c1
    i, i, i, i, i, i, i, i, i, 2, i
- O=C(Nc1ccccc1C(=O)O)c1cc(S(=O)(=O)Nc2cccc(F)c2)ccc1Cl
    i, i, i, i, i, i, i, i, i, 9, i
- CCOCCC(=O)Nc1cc(Cl)ccc1OC
    i, i, i, i, i, i, i, i, i, -6, i
- COc1ccc(C)cc1NC(=O)CN1C(=O)COc2ccc(C)cc21
    i, i, i, i, i, i, i, i, i, -6, i
- O=C(NCc1cccnc1)Nc1ccc(F)cc1F
    i, i, i, i, i, i, i, i, i, -3, i
- CC1(c2nnc(-c3ccccc3)o2)CC(c2ccc([N+](=O)[O-])cc2)=NO1 (centres undefined)
    i, i, i, i, i, i, i, i, i, -2, i
- COC(=O)c1cc(C(=O)OC)[nH]n1
    i, i, i, i, i, i, i, i, i, -1, i
- CS(=O)(=O)N1CCCC(C(=O)Nc2ccccc2Cl)C1 (centres undefined)
    i, i, i, i, i, i, i, i, i, -9, i
- O=C(Nc1ccccc1F)c1coc(=O)c(Br)c1
    i, i, i, i, i, i, i, i, i, -2, i
- Cc1cccc(Cn2cnc3c(nnn3Cc3ccc(F)cc3)c2=O)c1
    i, i, i, i, i, i, i, i, i, -13, .
- O=C(NCCN1CCOCC1)c1cc2sccc2n1Cc1ccc(Cl)cc1
    i, i, i, i, i, i, i, i, i, 0, i
- CCc1ccc(NC(=O)Cn2ncn3c(cc4ccccc43)c2=O)cc1
    i, i, i, i, i, i, i, i, i, 17, i
- Cc1cc(=O)[nH]c2cc(Cl)ccc12
    i, i, i, i, i, i, i, i, i, -7, i
- O=C(CSc1nc(C2CC2)nc2ccccc12)Nc1ccccc1Cl
    i, i, i, i, i, i, i, i, i, 11, i
- O=C(COC(=O)C1CCN(S(=O)(=O)c2ccc3c(c2)OCCO3)CC1)NC1CCCCC1
    i, i, i, i, i, i, i, i, i, 1, i
- COc1ccc(CCNC(=O)C2CCCN2C(=O)Nc2ccc(F)cc2)cc1OC (centres undefined)
    i, i, i, i, i, i, i, i, i, -1, i
- COc1ccc(-c2coc3cc(O)ccc3c2=O)cc1O
    i, i, i, i, i, i, i, i, i, -3, i
- C=CCOC(=O)C1=C(C)NC(=S)NC1/C=C/c1ccccc1 (centres undefined)
    i, i, i, i, i, i, i, i, i, -1, i
- COc1ccc(C2CC(c3ccc(Br)cc3)=NN2C(=O)CSC2=NCCS2)cc1 (centres undefined)
    i, i, i, i, i, i, i, i, i, 22, i
- Cc1ccc(OCC(=O)NNC(=O)c2cccnc2)cc1
    i, i, i, i, i, i, i, i, i, 2, i
- Cc1ccc(C2=NN(C(=O)CCC(=O)O)C(c3cccc([N+](=O)[O-])c3)C2)cc1 (centres undefined)
    i, i, i, i, i, i, i, i, i, 4, i
- CC1CN(S(=O)(=O)c2cccc(C(=O)NNC(=O)C(C)Oc3ccccc3F)c2)CC(C)O1 (centres undefined)
    i, i, i, i, i, i, i, i, i, 3, i
- COc1ccc(C2(c3ccc(OC)cc3)NC(=O)N(CC(=O)NC3CCCC3)C2=O)cc1
    i, i, i, i, i, i, i, i, i, 1, i
- CC(C)CCNC(=O)c1onc(CSc2ccncc2)c1C(=O)NCCC(C)C
    i, i, i, i, i, i, i, i, i, 5, i
- c1ccc2[nH]c(CN3CCCCC3)nc2c1
    i, i, i, i, i, i, i, i, i, 5, i

2 of the compounds above, bar-delimited.
compound | MrgX1 antagonist | MrgX1 agonist | ANO1 activ | TRPC4 PAM | TRPC6 act | MrgX1 allo act | ANO1 block | TRPC6 inhibitor | TRPC4 act | SKKanGAS inh | TRPC4 inh
CC1CN(S(=O)(=O)c2cccc(C(=O)NNC(=O)C(C)Oc3ccccc3F)c2)CC(C)O1 (centres undefined) | i | i | i | i | i | i | i | i | i | 3 | i
COc1ccc(C2(c3ccc(OC)cc3)NC(=O)N(CC(=O)NC3CCCC3)C2=O)cc1 | i | i | i | i | i | i | i | i | i | 1 | i

(more compounds)
Values run as follows: MrgX1 antagonist, MrgX1 agonist, ANO1 activ, TRPC4 PAM, TRPC6 act, MrgX1 allo act, ANO1 block, TRPC6 inhibitor, TRPC4 act, SKKanGAS inh, TRPC4 inh
- COc1cccc(C(=O)NCC(=O)N/N=C/c2cn[nH]c2-c2ccccc2)c1
    i, i, i, i, i, i, i, i, i, -15, i
- CCOc1ccc2nc(NCCNC(=O)Nc3ccccc3)c(C#N)cc2c1
    i, i, i, i, i, i, i, i, i, 10, i
- Cc1ccc(CN2CCN(Cc3cnn(-c4ccc(F)cc4)c3)CC2CCO)o1 (centres undefined)
    i, i, i, i, i, i, i, i, i, 2, i
- Fc1cccc(Nc2ncnc3c2cnn3-c2ccccc2)c1
    i, i, i, i, i, i, i, i, i, -6, i
- CCCOc1ccc(S(=O)(=O)NNC(=O)c2cc3ccccc3o2)cc1
    i, i, i, i, i, i, i, i, i, 1, i
- Oc1ccc(Nc2ncnc3c2oc2ccccc23)cc1
    i, i, i, i, i, i, i, i, i, 10, i
- Cc1occc1C(=O)NCCc1cccc(Cl)c1
    i, i, i, i, i, i, i, i, i, 7, i
- COc1cc(C(=O)NC(C)Cc2ccccn2)ccc1OC1CCN(C(C)=O)CC1 (centres undefined)
    ., ., i, i, i, ., ., i, i, 1, i
- O=C(c1ccccc1)c1c(O)cc(-c2ccccc2)oc1=O
    i, i, i, i, i, i, i, i, i, 3, i
- Cc1ccc(NC2CCCN(C(=O)CCCN3CCCCC3=O)C2)cc1C (centres undefined)
    i, i, i, i, i, i, i, i, i, -1, i
- O=C(c1cc(COc2ccc(F)cc2Cl)on1)N1CCSCC1
    i, i, i, i, i, i, i, i, i, -3, i
- Cc1nn(C)c(C)c1CN(Cc1nc(CCC(C)C)no1)C(C)C
    -4.6*, i, i, i, i, i, 25*, i, i, -13, i
- O=C(CSc1nnc(CCc2nc3ccccc3[nH]2)n1-c1ccccc1)NCc1ccccc1
    i, i, i, i, i, i, i, i, i, 1, .
- O=C(/C=C/c1cccs1)Nc1sc2c(c1C(=O)O)CCCC2
    i, i, i, i, i, i, i, i, i, 14, i
- Cc1ccc(P(=O)(CSC(=N)N)c2ccc(C)cc2)cc1
    i, i, i, i, i, i, i, i, i, -9, i
- Cc1cc(C)n(-c2cc(-c3ccccc3)nc(C)n2)n1
    i, i, i, i, i, i, i, i, i, -6, i
- COc1ccc(Cl)cc1NC(=O)CNc1ccccc1N1CCOCC1
    i, i, i, i, i, i, i, i, i, 7, i
- CCCCn1c(N)c(N(CCOC)C(=O)CSCc2ccc(Cl)c(Cl)c2)c(=O)[nH]c1=O
    i, i, i, i, i, i, i, i, i, -1, i
- COc1ccc(C(=O)c2ccc(Br)cc2)cc1
    i, i, i, i, i, i, i, i, i, 4, i
- O=C(c1cc(-c2ccc(O)cc2)on1)N1CCCCCC1
    i, i, i, i, i, i, i, i, i, -10, i
- Cc1ccc(NC(=O)C2CCCN(S(=O)(=O)c3c(C)noc3C)C2)cc1F (centres undefined)
    i, i, i, i, i, i, i, i, i, -15, i
- COc1ccc(OCc2cc(C(=O)N3CCN(C4CCCC4)CC3)no2)c(Cl)c1
    i, i, i, i, i, i, i, i, i, -1, i
- CN1C(=O)/C(=C/c2ccccc2OCc2ccc(F)cc2)N(C)C1=S
    -5.2*, i, i, i, i, i, i, i, i, 4, i
- CCCCOc1ccc(C(=O)NCC(=O)NC(C)CCc2ccccc2)cc1 (centres undefined)
    i, i, i, i, i, i, i, i, i, 4, i
- S=C(NCCCc1ccccc1)NC1CCCCC1
    i, i, i, i, i, i, i, i, i, -3, i
- O=C(Cn1nc(C(F)(F)F)cc1C1CC1)Nc1ccccc1F
    -5.1*, i, i, i, i, i, i, i, i, -2, i
- O=C1c2ccccc2-c2c1cccc2C(=O)N1CCOCC1
    i, i, i, i, i, i, i, i, i, 5, i
- O=C(O)c1cc(S(=O)(=O)N2CCN(C(c3ccccc3)c3ccccc3)CC2)ccc1Cl
    i, i, i, i, i, i, i, i, i, 12, i
- O=C(CCN1C(=O)C2C3C=CC(C3)C2C1=O)Nc1ccccn1 (centres undefined)
    i, i, i, i, i, i, i, i, i, 7, i
- O=C(NCCc1ccc2c(c1)OCCO2)c1ccccn1
    i, i, i, i, i, i, i, i, i, -1, i
- Cc1ccc(N(C(=O)Cn2nnc3ccccc32)C(C(=O)NCc2ccco2)c2cccnc2)cc1 (centres undefined)
    i, i, i, i, i, i, i, i, i, -1, i
- O=C(CN1C(=O)c2cccnc2Oc2ccc(Cl)cc21)NC1CCCCC1
    i, i, i, i, i, i, i, i, i, 20, i
- COc1ccc(NCN2C(=O)C3C4C=CC(C4)C3C2=O)cc1 (centres undefined)
    i, i, i, i, i, i, i, i, i, 0, i
